# RXFP1 antag = RXFP1 (human) relaxin receptor antagonism; Q9HBX9; HEK293-RXFP1, relaxin-stimulated cAMP HTRF, 30 min; active compounds read low; activity change, negative = inhibition, % at 57.5 µM; 350,000 tested, 0.59% active; AID 1259400;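 active = activity change of -60% or lower, but not beyond a set lower limit; inconclusive = change between -60% and -40%, or beyond the set limit; inactive = change above -40%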
# Numbers without * were called inactive; ? = inconclusive. % is set by controls: 0 for no effect and ±100 for the full control effect. Some of the compounds tested; rates above refer to the full screens.
entry	structure	RXFP1 antag
1	CCCCCC1(C(C)C)C(=O)NC(=S)NC1=O	-6.0
2	C[N+](C)(C)CCOC(=O)C(O)(c1ccccc1)c1ccccc1	24.5
3	CC[C@H](O)C(C[C@H](C)N(C)C)(c1ccccc1)c1ccccc1	17.6
4	COc1ccccc1NP1(=O)OCC(C)([N+](=O)[O-])CO1 (stereo not given)	-0.8
5	COC(=O)[C@@H](N)CCCN/C(N)=N/[N+](=O)[O-]	15.1
6	Nc1ccc(Cc2ccc(N)cc2)cc1	-4.7
7	C=C1C(=O)OC2CC(C)C3C=CC(=O)C3(C)C(O)C12 (stereo not given)	-8.9
8	CCC1([N+](=O)[O-])COP(=O)(NCc2cccnc2)OC1 (stereo not given)	-4.6
9	CCNC(=O)N1Cc2ccccc2-n2nncc2C1	-3.1
10	ClCCN1CCCC1	1.9
11	O=C(Cn1c(NCCCl)nc2ccccc21)c1ccc(Br)cc1	2.4
12	COc1ccc(OC(=O)N(C)C[C@@H]2OCc3cnnn3CCCC(=O)N([C@H](C)CO)C[C@@H]2C)cc1	-4.2
13	Cc1cc(C(=O)OC(C)C(=O)Nc2ccccc2)c(C)n1C1CC1 (stereo not given)	-1.4
14	Cc1ncoc1C(=O)NCC1=C(c2ccc(S(C)(=O)=O)cc2)C[C@@H]2CC[C@H]1N2CCOc1ccccc1	6.6
15	CCOC(=O)C1(c2ccccc2)CCN(CCC(C#N)(c2ccccc2)c2ccccc2)CC1	-25.4
16	CCCOC(=O)c1cncn1C(C)c1ccccc1 (stereo not given)	12.5
17	C[C@]12CC[C@H](O)CC1=CCC1C2CC[C@@]2(C)C1C[C@@H]1CC(=O)O[C@@H]12 (stereo not given in full)	-6.9
18	O=C(O)C1C2c3ccccc3C(O)C1(C(=O)O)c1ccccc12 (stereo not given)	-12.8
19	CCCCOC1OCN(C2CCCCC2)CC1(C)C (stereo not given)	3.3
20	C[C@]12CCC3C(C[C@@H](O)[C@H]4C[C@@H](O)CC[C@]34C)C1CC[C@@H]2O (stereo not given in full)	11.3
21	COC(=O)C1=C(C)NC(=S)NC1c1ccc(N(CCCl)CCCl)cc1Cl (stereo not given)	-25.4
22	CCC1CN1P1(=O)OCC(C)([N+](=O)[O-])CO1 (stereo not given)	-6.5
23	CCCSP(=O)(OCC)SCCC	11.5
24	O=C(c1ccc2nc3ccc(Cl)cc3c(=O)n2c1)N1CCC2(CC1)OCCO2	-6.3
25	CC1(O)CCC2C3CCC4=CC(=O)CCC4=C3C=CC21C (stereo not given)	0.4
26	CSc1cccc(NP2(=O)OCC(C)([N+](=O)[O-])CO2)c1 (stereo not given)	-11.0
27	C[C@]1(O)CCC2C3CC[C@H]4C[C@@H](OC(=O)CNC(=O)CN)CC[C@]4(C)C3CC[C@@]21C (stereo not given in full)	-8.4
28	O=C(Nc1ccc(F)cc1)N1Cc2ccccc2-n2nncc2C1	-3.7
29	COC(=O)C1=C(c2ccc(OCc3ccccc3)cc2)C[C@@H]2CC[C@H]1N2C(=O)NCc1ccccc1OC	2.5
30	C[C@]12CCC3C(CC[C@H]4C[C@H](O)CC[C@]34C)C1[C@@H](O)[C@@H](O)[C@@H]2O (stereo not given in full)	-4.8
31	CCC1(CC)C(=O)NC(=O)N(CCc2ccccn2)C1=O	-9.5
32	O=C1NC(=O)C(C2CCOC2=O)N1 (stereo not given)	9.5
33	CC1=C2CCC3C(CCC4=CC(=O)CCC43C)C2CC1 (stereo not given)	-23.6
34	Cc1ncoc1C(=O)NCC1=C(c2cccc3ccccc23)C[C@@H]2CC[C@H]1N2Cc1ccco1	-0.3
35	CCC1(c2ccccc2)CCC(=O)NC1=O (stereo not given)	-6.4
36	COc1ccc(N2CCN(CCCN)CC2)cc1	-6.4
37	C[C@H]1CCC/C=C/[C@@H]2C[C@H](O)C[C@H]2[C@@H](O)/C=C/C(=O)O1	-11.9
38	O=C1CC(=O)N(Cc2ccccc2)C(=O)N1Cc1ccccc1	-21.8
39	O=S(=O)(O)C(F)(F)C(F)(F)C(F)(F)C(F)(F)C(F)(F)C(F)(F)C(F)(F)C(F)(F)F	-14.3
40	ClCCN1CCSCC1	9.7

# From no. 39 up to 40, copied from above:
entry	structure	RXFP1 antag
39	O=S(=O)(O)C(F)(F)C(F)(F)C(F)(F)C(F)(F)C(F)(F)C(F)(F)C(F)(F)C(F)(F)F	-14.3
40	ClCCN1CCSCC1	9.7

# (cont.)
entry	structure	RXFP1 antag
41	CCCC1CCCCC12C(=O)NC(=O)NC2=O (stereo not given)	-2.1
42	Cc1ncc2n1-c1ccc(Cl)cc1C(c1ccccc1F)=NC2	-16.9
43	C1CN2CCC1CC2	-8.1
44	CCOC(=O)c1cnc(N2CC2)nc1N	-5.8
45	C[C@]12Cc3nonc3C[C@@H]1CC[C@@H]1[C@@H]2CC[C@@]2(C)[C@H]1CC[C@]2(C)O	-17.6
46	CCc1cc(OC)c(C[C@H](C)N)cc1OC	3.4
47	O=C1CC=C2C3CC4N(CCC45c4ccccc4N1C25)CC3=CCO (stereo not given)	-11.7
48	O=C(Nc1cccc(Cl)c1)OCC#CCN1CCCC1	-2.8
49	CCN(CC)C(C)C(=O)c1ccccc1 (stereo not given)	-3.2
50	CC1CC(C)OP(=O)(OCCC#N)O1 (stereo not given)	-3.1
51	COc1ccc(C(=O)CC(c2ccc3c(c2)OCO3)c2c(O)c3ccccc3oc2=O)cc1OC (stereo not given)	9.3
52	CCN(CC)CC(=O)Nc1ccc(Cl)cc1C(=O)c1ccccc1	-11.8
53	CCN(CC)C(=O)c1ccc(NC(=O)c2ccc3c(c2)NC(=O)CS3)cc1	-1.2
54	CCN(C=C1CC2C3CC=C4CC(O)CCC4(C)C3CCC2(C)C1=O)CC (stereo not given)	-11.5
55	CC12C=CC(=O)C=C1CC(O)C1C2CCC2(C)C1CCC2(C)O (stereo not given)	0.0
56	COC(=O)C1=C(c2ccc(OCc3ccccc3)cc2)C[C@@H]2CC[C@H]1N2C(=O)NCc1ccc(OC)cc1	2.4
57	C[C@]12CC[C@@H](O)CC1=CCC1C2CC[C@@]2(C)C1C[C@@H](F)[C@H]2O (stereo not given in full)	2.3
58	CC[N+]1(CCOC(=O)C(O)(c2ccccc2)c2ccccc2)CCCCC1	9.6
59	O=C1CCC2(O)C3Cc4ccc(O)c5c4C2(CCN3Cc2ccoc2)C1O5 (stereo not given)	1.2
60	CC(=O)OC1(c2ccccc2)CCN(CCc2ccccc2)CC1	-23.5
61	C[C@]12CCC3C(CC[C@H]4C[C@@H](O)CC[C@]34C)C1C[C@@H](O)[C@H]2O (stereo not given in full)	8.4
62	CC1=C(O)C(=O)C=C2C1=CC=C1C2(C)CCC2(C)C3CC(C)(C(=O)O)CCC3(C)CCC12C (stereo not given)	?
63	CC[C@H](OC(C)=O)C(C[C@H](C)NC)(c1ccccc1)c1ccccc1	-21.6
64	CC(=O)OC1C(O)C(C)OC(OC2C(OC(=O)C3CCC4C(C3)OC3(CC(OC(=O)/C=C/c5ccccc5)C(C)CO3)C43CO3)OC(C)C(O)C2OC(C)=O)C1O (stereo not given)	-3.2
65	CC(C)N=C(NC(C)C)N1CC1	-6.5
66	CN1C(=S)CN=C(c2ccccc2)c2cc(Cl)ccc21	-4.9
67	COC(=O)C1=C(c2ccc(OCc3ccccc3)cc2)C[C@@H]2CC[C@H]1N2C(=O)NCc1ccc2c(c1)OCO2	9.0
68	COc1ccc(OC(=O)N(C)C[C@@H]2OCc3cnnn3CCCC(=O)N([C@@H](C)CO)C[C@H]2C)cc1	-7.3
69	Cc1ccccc1-n1c(C)nc2ccsc2c1=O	-26.1
70	C[C@]12CCC3C(CC[C@H]4C[C@H](O)CC[C@]34C)C1CC(=O)[C@@H]2O (stereo not given in full)	3.5
71	CC12CCC(=O)C=C1C=CC1C2CCC2(C)C(O)CCC12 (stereo not given)	-3.1
72	CC(C)(C)C1(CCO)C(=O)NC(=S)NC1=O	-13.3
73	COC1/C=C/C=C(\C)Cc2cc(O)c(Cl)c(c2)N(C)C(=O)CC(OC(=O)C(C)C)C2(C)OC2C(C)C2CC1(O)NC(=O)O2 (stereo not given)	-7.3
74	CN(C)CCc1c[nH]c2cccc(O)c12	-15.7
75	CCCC1(CCO)C(=O)NC(=S)NC1=O	-14.4
76	CCC1CN1P(=O)(Oc1ccc(Cl)cc1)N1CC1CC (stereo not given)	-10.7
77	CCN1/C(=C/C=C/C2=[N+](CC)c3ccccc3C2(C)C)C(C)(C)c2ccccc21	?
78	CC(=O)C1CCC2(O)C3CCC4=CC(=O)CCC4(C)C3CCC12C (stereo not given)	-6.7
79	CC12CCC3C(CCC4(O)CC(O)CCC34C=NO)C1(O)CCC2C1=COC(=O)C1 (stereo not given)	-5.3
80	C[C@]12CCCCC1=CC(=O)C1C2CC[C@@]2(C)C1C[C@@H](F)[C@@H]2O (stereo not given in full)	-8.2
81	COc1ccc(CC(=O)C2C(=O)N(C)c3ccccc32)cc1OC (stereo not given)	8.8
82	NC(Cc1ccccc1Cl)c1nn[nH]n1 (stereo not given)	1.3
83	CN(C)CCc1c[nH]c2ccccc12	6.3
84	Cc1nc2ccccc2c(=O)n1-c1c(Cl)cccc1Cl	-4.9
85	CCOC(=O)c1c(-n2c(C)cc(/C=C3/C(=O)NC(=O)N(CC)C3=O)c2C)sc2c1CCCC2	-3.0
86	CC=C(C)C1(CCC)C(=O)NC(=S)NC1=O	-3.7
87	COc1cc(C2(C#N)CCN(C)CC2)cc(OC)c1OC	-12.0
88	NP(N)(=O)NC(=O)c1ccc(F)cc1	-7.5
89	COC(=O)C1=C(c2ccc(OCc3ccccc3)cc2)C[C@@H]2CC[C@H]1N2C(=O)NCCc1ccc(F)cc1	12.5
90	C#C[C@]1(O)C=C[C@H]2[C@@H]3CCC4=CC(=O)CC[C@@H]4[C@H]3CC[C@@]21CC	-10.6

# Continuation:
entry	structure	RXFP1 antag
91	C[C@]12CC[C@H]3[C@@H](CCC4=CC(=O)CC[C@@H]43)[C@@H]1CC[C@@H]2O	-3.4
92	COP(=S)(OC)Oc1ccc(S(N)(=O)=O)cc1	1.8
93	O=C1C(I)=CC(=C(c2cc(I)c(O)c(I)c2)c2ccccc2C(=O)O)C=C1I	?
94	COC[C@H]1OC(=O)c2coc3c2[C@@]1(C)C1=C(C3=O)[C@@H]2CCC(=O)[C@@]2(C)C[C@H]1OC(C)=O	-3.5
95	CN1C(=O)CCS(=O)(=O)C1c1ccc(Cl)cc1 (stereo not given)	12.6
96	C[C@@H]1CN([C@H](C)CO)C(=O)CCCn2nncc2CO[C@@H]1CN(C)C(=O)Oc1ccc2ccccc2c1	8.1
97	CCOC(=O)CC(SP1(=S)OCC2(CCCCC2)CO1)C(=O)OCC (stereo not given)	-0.1
98	c1ccc(-c2ccc(CN3Cc4ccccc4-n4nncc4C3)cc2)cc1	-4.3
99	CC=CC(C)=CC(C)C(=O)CC(O)CC1CC(=O)NC(=O)C1 (stereo not given)	-1.8
100	C[C@@H]1CN([C@H](C)CO)C(=O)CCCn2cc(nn2)CO[C@H]1CN(C)C(=O)Oc1ccc2ccccc2c1	10.9

# Next section; it opens with the 2 that closed the last part.
entry	structure	RXFP1 antag
99	CC=CC(C)=CC(C)C(=O)CC(O)CC1CC(=O)NC(=O)C1 (stereo not given)	-1.8
100	C[C@@H]1CN([C@H](C)CO)C(=O)CCCn2cc(nn2)CO[C@H]1CN(C)C(=O)Oc1ccc2ccccc2c1	10.9
101	COC(=O)C1=C(c2ccc(OCc3ccccc3)cc2)C[C@@H]2CC[C@H]1N2C(=O)NCc1ccccc1C(F)(F)F	7.7
102	CC12CC(=O)C3C(CCC4CC(=O)C=CC43C)C1CCC2=O (stereo not given)	8.4
103	COc1cc(C(=O)N2Cc3ccccc3-n3nncc3C2)cc(OC)c1OC	11.2
104	C[C@H](CO)N1C[C@H](C)[C@H](CN(C)C(=O)Oc2ccccc2)OCc2cnnn2CCCC1=O	3.7
105	CC[C@@H](CO)NC(=O)[C@@H]1C=C2c3cccc4[nH]cc(c34)C[C@H]2N(C)C1	-18.7
106	O=c1n(Cl)c(=O)n(Cl)c(=O)n1Cl	-6.0
107	Nc1ccc(Cl)cc1C(=O)c1ccccc1F	-8.4
108	C[C@]12Cc3cn[nH]c3C[C@@H]1CC[C@@H]1[C@@H]2CC[C@@]2(C)[C@H]1CC[C@]2(C)O	-30.5
109	CC12CC(O)C3C(CCC4=CC(=O)CCC43C)C1CCC2=O (stereo not given)	-0.1
110	CN(C)c1ccc([N+](=O)[O-])c([N+](=O)[O-])c1	6.7
111	CC(=O)C1C(N2CC2)CC2C3CCC4=CC(=O)CCC4(C)C3CCC21C (stereo not given)	-9.4
112	C=CCOC(=O)C1C(C(=O)O)C2(Cl)C(Cl)=C(Cl)C1(Cl)C2(Cl)Cl (stereo not given)	-10.7
113	O=C(NN=Cc1ccc(N(CCCl)CCCl)cc1)c1cc(=O)[nH]c(=O)[nH]1	-4.1
114	COC(=O)C1=C(c2ccc(OCc3ccccc3)cc2)C[C@@H]2CC[C@H]1N2C(=O)NCc1ccc(C(C)(C)C)cc1	4.9
115	CCC1(NS(=O)(=O)c2ccc(N)cc2)C(=O)N(C)C(=O)N(C)C1=O	-3.2
116	CC1CC2C(C(O)CC3(C)C(O)CCC23)C2(C)CCC(=O)C=C12 (stereo not given)	-1.4
117	CC(=O)C1CCC2C3CCC4CC(O)CCC4(C)C3CCC12C#N (stereo not given)	0.4
118	O=C(NCC1=C(c2ccc3ccccc3c2)C[C@@H]2CC[C@H]1N2Cc1ccco1)c1cccs1	-0.1

# 4 entries from above, field by field.
115	CCC1(NS(=O)(=O)c2ccc(N)cc2)C(=O)N(C)C(=O)N(C)C1=O
  RXFP1 antag: -3.2
116	CC1CC2C(C(O)CC3(C)C(O)CCC23)C2(C)CCC(=O)C=C12 (stereo not given)
  RXFP1 antag: -1.4
117	CC(=O)C1CCC2C3CCC4CC(O)CCC4(C)C3CCC12C#N (stereo not given)
  RXFP1 antag: 0.4
118	O=C(NCC1=C(c2ccc3ccccc3c2)C[C@@H]2CC[C@H]1N2Cc1ccco1)c1cccs1
  RXFP1 antag: -0.1

# High-throughput results deposited in PubChem BioAssay by National Center for Advancing Translational Sciences (NCATS).
